OX1R FRET antag: OX1R (human) antagonism | inhibition, % at 6.6 µM | OX1R-expressing cells, FRET antagonist read-out | 330,000 tested, 1.8% active | AID 485270 | O43613; in the data active = inhibition mostly above about 38%, no sharp cut-off; inactive = mostly below about 40%;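 note: 0% = agonist challenge alone and 100% = reference antagonist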
Target sequence (O43613 whole entry, looked up): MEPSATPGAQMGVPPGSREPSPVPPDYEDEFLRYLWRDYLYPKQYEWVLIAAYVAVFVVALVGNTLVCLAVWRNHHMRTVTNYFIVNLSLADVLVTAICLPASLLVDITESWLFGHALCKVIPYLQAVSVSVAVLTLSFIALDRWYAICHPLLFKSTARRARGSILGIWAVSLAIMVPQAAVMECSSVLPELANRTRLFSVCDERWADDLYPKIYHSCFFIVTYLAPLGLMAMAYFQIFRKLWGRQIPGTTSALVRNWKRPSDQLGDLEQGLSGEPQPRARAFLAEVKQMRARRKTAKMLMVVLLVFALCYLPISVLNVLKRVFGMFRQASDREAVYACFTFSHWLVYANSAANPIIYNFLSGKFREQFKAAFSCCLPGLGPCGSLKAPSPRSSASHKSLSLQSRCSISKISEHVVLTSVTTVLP
STK33 inh: inhibitors of human STK33 kinase; Q9BYT3; purified STK33, MBP phosphorylation, ADP-Glo luminescence; inhibition, % at 10 µM; 320,000 tested, 0.073% active;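 active = inhibition at or above 25%, using the most active replicate where run in duplicate; inactive = inhibition below 25%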
Target sequence (Q9BYT3 whole entry, looked up): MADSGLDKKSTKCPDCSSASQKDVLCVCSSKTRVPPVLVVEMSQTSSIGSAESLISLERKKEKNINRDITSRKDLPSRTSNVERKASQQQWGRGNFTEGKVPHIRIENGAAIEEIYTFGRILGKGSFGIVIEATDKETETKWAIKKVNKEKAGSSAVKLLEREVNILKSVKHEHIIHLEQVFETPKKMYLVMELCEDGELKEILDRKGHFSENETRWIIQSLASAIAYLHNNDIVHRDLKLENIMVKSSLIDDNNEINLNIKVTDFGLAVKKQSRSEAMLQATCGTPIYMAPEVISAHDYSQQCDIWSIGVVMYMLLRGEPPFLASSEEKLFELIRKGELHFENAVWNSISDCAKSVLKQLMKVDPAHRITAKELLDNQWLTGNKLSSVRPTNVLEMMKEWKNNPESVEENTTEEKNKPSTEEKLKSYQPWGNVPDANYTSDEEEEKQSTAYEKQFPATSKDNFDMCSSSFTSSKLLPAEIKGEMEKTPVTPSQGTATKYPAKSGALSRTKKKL
* = called active by the depositor; / = no result given.

SMILES	OX1R FRET antag	STK33 inh
O=C(CC1(O)C(=O)N(Cc2ccccc2)c2ccccc21)c1ccc2c(c1)OCO2 (stereo unspecified)	16	0.0
COC(=O)c1ccc(C2/C(=C(/O)c3ccc4c(c3)CC(C)O4)C(=O)C(=O)N2CCN2CCOCC2)cc1 (stereo unspecified)	11	0.0
CN(Cc1nccn1C)C(=O)CC1C(=O)NCCN1Cc1cccc(Oc2ccccc2)c1 (stereo unspecified)	8	-1.6
O=C1CCC(C(=O)N2CCC(CCO)CC2)CN1Cc1ccc(Cl)cc1 (stereo unspecified)	10	-2.6
O=C(Nc1ccccc1Cl)c1ccc2ccccc2c1	-7	0.0
CC1(C)CC(=O)C2=C(C1)c1c(ccc3ccccc13)NC2c1cc([N+](=O)[O-])cc([N+](=O)[O-])c1O (stereo unspecified)	55	1.2
CC(C)C(c1nnnn1C1CCCC1)N(C)C1CCCCC1 (stereo unspecified)	14	-1.5
O=C(N/N=C/C=N/NC(=O)c1ccco1)c1ccco1	19	-0.8
CCCCCC1CC1C(=O)N/N=C/c1ccc(N(C)C)cc1 (stereo unspecified)	17	0.0
O=C(O)C1CC(=O)N(Cc2ccc3c(c2)OCO3)C1 (stereo unspecified)	-1	-0.5
Cc1cc(C(=O)N/N=C/c2c(C)[nH]n(-c3ccccc3)c2=O)n[nH]1	21	-0.2
O=C(CN1C(=O)CNC1=O)Nc1cccc(C(F)(F)F)c1	5	-0.4
CN(C)c1ccc(CNn2cnnc2SCc2ccc(F)cc2)cc1	4	-0.9
c1csc(-c2noc(CN3CCc4sccc4C3)n2)c1	24	0.0
COCCNc1nc(-c2cc3ccccc3o2)cs1	17	-0.2
O=C(CCN1CCN(c2ccccc2F)CC1)Nc1cccc(F)c1	-7	-1.4
Cc1ccc(NCC(O)C(O)C(O)CO)cc1C (stereo unspecified)	4	1.5
CCN(CC)c1ccc(-c2nnc(SCC(=O)Nc3ccccc3C#N)n2-c2ccccc2)cc1	14	-1.0
Cc1cc(C)n(C(=O)c2ccc([N+](=O)[O-])cc2[N+](=O)[O-])n1	60	-0.8
CN(C)C(=O)c1cn(-c2ccccc2)nc1-c1cccs1	5	0.4
O=C(CSc1nc(-c2ccccc2)cc(=O)[nH]1)Nc1ccccc1F	-3	-0.3
O=C(c1ccc(Sc2ccc(F)cc2)c([N+](=O)[O-])c1)N1CCOCC1	18	2.3
O=C(CN1CCN(c2ccccc2F)CC1)N1N=CCC1c1ccccc1 (stereo unspecified)	7	-4.4
Fc1ccc(/C=N/Nc2nccnc2Cl)cc1	6	0.5
COc1ccccc1CNC(=O)COC(=O)c1ccc(C(=O)c2ccccc2)cc1	7	0.3
CN(CCCN1CCOCC1)Cc1cn(C)nc1-c1ccccc1F	21	1.1
NC(=S)NN=Cc1ccc(-c2ccc(S(=O)(=O)Nc3ncccn3)cc2)o1	8	/
CN(C)C(=O)c1nnsc1Sc1ccc(Cl)cc1	14	-1.4
CN1CCN(c2nc(N3CCN(c4ccccc4)CC3)ncc2F)CC1	5	-1.3
O=C(NCC(c1ccc(F)cc1)N1CCOCC1)c1ccc(OCc2ccccc2)cc1 (stereo unspecified)	10	-0.2
CCCCCCCC[n+]1cccc2c3ccccc3ccc21	20	1.1
O=c1c2ccccc2nc(SCc2ccccc2)n1CC1CCCO1 (stereo unspecified)	17	-1.5
COc1ccc(-n2c(O)c(/C=N/Nc3nc(C)cc(C)n3)c3ccccc3c2=O)cc1OC	7	-0.2
O=C(O)CCC(=O)NNC(=O)c1ccc(Br)cc1	-2	-0.4
O=C(COC(=O)CCOc1ccccc1)Nc1ncc(Cl)cc1Cl	20	-0.4
Cc1ccc(NC(=O)CCN2C(=O)CSC2=O)c(C)c1	0	-1.1
COc1cc2c(cc1OC)[C@H](C)N(C(=O)NCc1ccccc1)CC2	12	-0.8
CCOC(=O)C1CCN(C(=O)COc2ccc(S(=O)(=O)N3CCOCC3)cc2C)CC1	25	-0.8
Cc1ccc(NC(=O)CSCC(=O)Nc2cccc3ncccc23)cc1	9	0.1
COc1ccc(CC(NC(C)=O)C(=O)NC2CCN(S(=O)(=O)c3cccc4ccccc34)CC2)cc1OC (stereo unspecified)	11	-0.5
O=C(CN1CCN(c2ccc(F)cc2)CC1)NCc1ccc(F)cc1	15	-0.1
CCN(CC(=O)Nc1ccc(NC(C)=O)cc1)C(=O)/C=C/c1cn(Cc2ccccc2)nc1-c1cccnc1	15	/
CCCSC1=C(C#N)C(c2cccnc2)C(C(=O)OCC)=C(c2ccccc2)N1 (stereo unspecified)	24	-2.1
CC(C)(C)C1CCC(OC(=O)c2ccncc2)CC1 (stereo unspecified)	10	-1.3
Cn1c(=O)c2cc(S(=O)(=O)Nc3ccc4c(c3)OCO4)ccc2n(C)c1=O	11	0.2
N#Cc1c(-c2ccc(Cl)cc2)c2c([nH]c1=S)CCCC2	30	0.3
CCCC(c1nnnn1Cc1ccc2c(c1)OCO2)N1CCC(C(N)=O)CC1 (stereo unspecified)	23	2.2
CCc1nnc(NC(=O)CCN(c2cc(C)cc(C)c2)S(=O)(=O)c2ccc(Cl)cc2)s1	12	0.0
O=C(NC(Cc1ccccc1)C(=O)O)/C(=C/c1ccc(Cl)cc1)NC(=O)c1ccccc1 (stereo unspecified)	14	/
CCOc1ccc(OCCCC(=O)N(CC)CC(=O)Nc2c(F)cccc2F)cc1	4	-1.7
COc1ccc(CNC(=O)CN(C(=O)c2csnn2)c2cccc(C(C)=O)c2)cc1	21	0.0
COC(=O)CSc1ncnc2scc(-c3ccccc3)c12	16	-0.4
O=C(Cc1ccccc1)NNC1CC(=O)N(c2ccc(Oc3ccccc3)cc2)C1=O (stereo unspecified)	0	-1.7
CC(=O)Nc1ccc(S(=O)(=O)N2CCN(C(=O)c3ncoc3-c3cccc(F)c3)CC2)cc1	22	0.4
O=C1c2ccccc2NC(c2ccc3c(c2)OCO3)N1O (stereo unspecified)	32	-1.0
CC(=O)Nc1ccc(Oc2ccc3nc(C)[nH]c3c2)cc1	15	1.4
Cc1[nH]c2ccccc2c1C1C(c2ccccc2)=NN=C(C(C)C)N1O (stereo unspecified)	25	0.7
Cc1ccc(-c2nc(=S)c3c(n2CC2CCCO2)CC(C)(C)OC3)cc1 (stereo unspecified)	11	/
Cc1cccc(Nc2nc(N)c([N+](=O)[O-])c(N3CCOCC3)n2)c1	29	3.6
CCCCN1CNC(=S)N(c2cc(C)ccc2C)C1	2	-0.1

Following part.
SMILES	OX1R FRET antag	STK33 inh
CCOc1ccc2nc(N(CCN(C)C)C(=O)/C=C/c3cccs3)sc2c1	32	-1.6
COc1cc(C(CCN2CCN(c3ccccc3)CC2)c2c(OC)cc(OC)c3ccc(=O)oc23)cc(OC)c1OC (stereo unspecified)	26	0.0
O=C(CN1C(=O)CSc2ncccc21)Nc1ccccc1F	8	-0.9
COC(=O)C1=C(CSCc2ccccc2)NC(=O)NC1c1cc(C)ccc1C (stereo unspecified)	13	-0.1
Nc1nnc(CSCc2ccc(F)cc2)s1	16	-0.1
O=C(Nc1ccncc1)c1sc2ccccc2c1Cl	12	-0.9
Cc1[nH]c(C)c(S(=O)(=O)Nc2ccccc2)c1C(=O)N1CCCC1	12	-1.4
CC1(C)C2CCC1(CS(=O)(=O)NCCc1c[nH]c3ccccc13)C(=O)C2 (stereo unspecified)	8	-1.6
Cc1cc(Br)ccc1OCC(=O)NC1CCCC1	15	-0.5
Cc1ccc(S(=O)(=O)NCCN=Cc2ccc(N(C)C)cc2)cc1	4	0.6
CCCCc1nc(SCc2ccc([N+](=O)[O-])cc2)n[nH]1	25	-0.1
CCOc1cc(/C=N/NC(=O)c2ccc(=O)n(C)c2)ccc1O	28	1.0
NS(=O)(=O)c1ccc2nc(NC(=O)CS(=O)(=O)c3ccccc3)sc2c1	9	3.5
O=C(NCC1CCCO1)c1cccc(Oc2c(Cl)cccc2[N+](=O)[O-])c1 (stereo unspecified)	40	-0.8
NC(=O)Nc1ccccc1C(=O)N1CCC(O)(c2ccc(Cl)cc2)CC1	4	/
c1ccc([C@H]2CN3C(=N2)Sc2ccccc23)cc1	7	0.5
Cc1c(C(=O)C(=O)N2c3ccc(F)cc3CCC2C)c2ccccc2n1C (stereo unspecified)	20	-1.1
C/C(N)=C(/C#N)C(=O)COC(=O)Cc1coc2cc(C)ccc12	26	-1.0
COCn1cnc(-c2ccccc2)c1-c1ccccc1	24	-1.0
CCCCS(=O)(=O)N1CCCC(C(=O)N2CCOCC2)C1 (stereo unspecified)	1	0.1
O=C(NCc1ccccc1Br)c1ccc2c(c1)OCCO2	-3	-8.1
COc1ccc(S(=O)(=O)N(C)CC(=O)Nc2cccc(C(C)=O)c2)cc1C	9	0.5
O=C(NC1CC1)C1CCN(C(=O)c2ccc(Cl)cc2Cl)CC1	20	-0.6
CCCn1c(C2CC(=O)N(c3ccc(C)cc3)C2)nc2ccccc21 (stereo unspecified)	7	-1.0
C=CCNC(=O)c1onc(CSc2ccccc2CC)c1C(=O)O	16	0.1
O=S(=O)(c1cccc(S(=O)(=O)N2CCC(n3nnc4ccccc43)CC2)c1)N1CCCCC1	13	0.5
CC(C)c1ccc(N(C(=O)CNC(=O)c2ccco2)C(C(=O)NC2CCCC2)c2cccnc2)cc1 (stereo unspecified)	24	-1.7
COC(=O)c1c(C)oc(C)c1S(=O)(=O)N(Cc1ccccc1)C(C)C	16	-1.2
NC(=NC(=O)c1ccccc1)N1CCOCC1	6	-0.3
CCOCc1c(C(=O)Nc2ccc3nc(N4CCOCC4)sc3c2)oc2ccccc12	9	-0.1
CCOCc1c(C(=O)Nc2cc(OCC)c(N3CCOCC3)cc2OCC)oc2ccccc12	17	2.5
O=C(NCCN1CCOCC1)c1ccc2c(c1)N(Cc1ccc(Cl)cc1)C(=O)CS2	7	-1.4
CC(=O)c1sc(N/N=C\c2ccccc2O)nc1C	51*	1.4
O=c1ccnc(SCCc2ccccc2)[nH]1	8	11
CCC(C)NC(=O)c1cc2cc3ccc(OC)cc3nc2o1 (stereo unspecified)	10	4.6
COCc1cc(C)nc2sc(C(=O)Nc3ccccc3F)c(N)c12	5	0.1
CC1=CCC(C(=O)O)C(C(=O)O)C1 (stereo unspecified)	6	-2.8
Cc1cccc(C(=O)OCC(=O)NNC(=O)c2cccs2)c1O	16	-0.8
COc1cc(C2NC(=O)NC(C)=C2C(=O)NCc2ccccc2)c(Cl)cc1O (stereo unspecified)	12	-1.1
COc1ccc(CCNC(=O)CCn2cccc2)cc1OC	18	0.3
CCn1ccc(C(=O)Nc2ccc3c(c2)CCC3)n1	13	-1.0
CN(C)S(=O)(=O)c1ccc(Cl)c(NC(=O)COC(=O)CN2C(=O)NC(C)(C)C2=O)c1	7	1.9
O=C(N/N=C/C1CCCCC1)c1cc(Cl)ccc1O	75	-0.7
COc1cccc(CN2C(=NC(=O)C3CC3)SC3CS(=O)(=O)CC32)c1 (stereo unspecified)	7	2.4
CN(C)CCOc1cc(Cl)cc(Cl)c1	9	-1.0

Record cards (already shown). Order of values: OX1R FRET antag	STK33 inh
`O=C(NCc1ccccc1Br)c1ccc2c(c1)OCCO2` is listed as -3	-8.1
`CC(C)C(c1nnnn1C1CCCC1)N(C)C1CCCCC1` (stereo unspecified) is listed as 14	-1.5

Continued.
SMILES	OX1R FRET antag	STK33 inh
Cn1c(SCCN2CCCC2)nnc1C1CCN(S(=O)(=O)c2ccc(F)cc2)CC1	9	-1.0
N#Cc1c(-c2ccccc2)nc(SCC(=O)Nc2ccc(OC(F)(F)Cl)cc2)[nH]c1=O	5	-1.4
COc1ccc(CNC(=O)COC(=O)c2c[nH]c(=O)[nH]c2=O)cc1OC	17	0.6
COCCNc1nnc(SCC(=O)Nc2nnc(-c3ccccc3)o2)s1	12	-1.5
COc1ccc(S(=O)(=O)NCc2ccncc2)cc1NC(=O)c1ccccc1C	18	-0.5
Cc1c(C(=O)N2CCCC2)oc2ccc(Br)cc12	/	-0.6
COc1ccc(-c2cn3c(C)c(C(=O)Nc4cccc(C)n4)sc3n2)cc1	15	0.8
CCOCCn1c(CN2CCN(c3cccc(Cl)c3)CC2)nc2c1c(=O)n(C)c(=O)n2C	1	0.1
CC(C)(C)C(=O)COC(=O)C1CC(=O)N(c2ccccc2)C1 (stereo unspecified)	11	2.2
Cn1nnnc1SCC(=O)Nc1ccccc1[N+](=O)[O-]	59	-2.3
CC(=O)N[C@@H](CC(=O)O)C(=O)O	9	-0.5
COc1cc(-c2nc3cccc(C)n3c2NCC2CCCO2)ccc1O (stereo unspecified)	22	-2.3

Entries listed so far that bear a hit mark in OX1R FRET antag:
SMILES	OX1R FRET antag	STK33 inh
CC(=O)c1sc(N/N=C\c2ccccc2O)nc1C	51*	1.4

Among those listed so far, these have two or more sulfur atoms.
SMILES	OX1R FRET antag	STK33 inh
c1csc(-c2noc(CN3CCc4sccc4C3)n2)c1	24	0.0
NC(=S)NN=Cc1ccc(-c2ccc(S(=O)(=O)Nc3ncccn3)cc2)o1	8	/
CN(C)C(=O)c1nnsc1Sc1ccc(Cl)cc1	14	-1.4
CCc1nnc(NC(=O)CCN(c2cc(C)cc(C)c2)S(=O)(=O)c2ccc(Cl)cc2)s1	12	0.0
COC(=O)CSc1ncnc2scc(-c3ccccc3)c12	16	-0.4
CCOc1ccc2nc(N(CCN(C)C)C(=O)/C=C/c3cccs3)sc2c1	32	-1.6
Nc1nnc(CSCc2ccc(F)cc2)s1	16	-0.1
NS(=O)(=O)c1ccc2nc(NC(=O)CS(=O)(=O)c3ccccc3)sc2c1	9	3.5
O=S(=O)(c1cccc(S(=O)(=O)N2CCC(n3nnc4ccccc43)CC2)c1)N1CCCCC1	13	0.5
COc1cccc(CN2C(=NC(=O)C3CC3)SC3CS(=O)(=O)CC32)c1 (stereo unspecified)	7	2.4
Cn1c(SCCN2CCCC2)nnc1C1CCN(S(=O)(=O)c2ccc(F)cc2)CC1	9	-1.0
COCCNc1nnc(SCC(=O)Nc2nnc(-c3ccccc3)o2)s1	12	-1.5
